Screening results: PubChem, several laboratories
CHT PAM = allosteric activators of human choline transporter CHT; CHT-expressing cells, membrane potential dye, choline EC20; stronger effect = higher value; LV-AA mutant CHT in HEK293 cells; Q9GZV3; B-score at 10 µM; AID 488977; actives 0.49% (n = 310,000);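 active = initial fluorescence not abnormally high and integrated response B-score, plate-corrected, over 3 SD above library mean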
Target sequence (Q9GZV3 whole entry, looked up): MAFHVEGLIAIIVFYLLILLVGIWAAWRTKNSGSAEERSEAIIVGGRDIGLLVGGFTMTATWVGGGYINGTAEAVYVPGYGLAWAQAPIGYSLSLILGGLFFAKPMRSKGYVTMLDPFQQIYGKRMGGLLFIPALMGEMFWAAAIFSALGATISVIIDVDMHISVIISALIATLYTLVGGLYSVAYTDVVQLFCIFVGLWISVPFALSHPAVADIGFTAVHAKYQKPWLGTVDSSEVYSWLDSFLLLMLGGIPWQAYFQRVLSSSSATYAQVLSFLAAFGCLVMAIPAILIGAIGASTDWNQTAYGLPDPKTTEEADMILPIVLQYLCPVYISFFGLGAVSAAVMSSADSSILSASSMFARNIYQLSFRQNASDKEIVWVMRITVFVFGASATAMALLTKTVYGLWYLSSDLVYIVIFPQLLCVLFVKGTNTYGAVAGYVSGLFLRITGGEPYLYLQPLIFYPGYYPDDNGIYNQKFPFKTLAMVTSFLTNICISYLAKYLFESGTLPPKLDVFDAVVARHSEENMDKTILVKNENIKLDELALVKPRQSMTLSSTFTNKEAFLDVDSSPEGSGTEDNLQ
OX1R antag = antagonists of human orexin 1 receptor; CHO/OX1R cells, Fluo-8 calcium fluorescence, orexin A; inhibition, % at 5 µM; actives 0.43% (n = 330,000);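 active = inhibition above its plate's threshold, mean inhibition of all tested compounds on the plate plus 3 SD, cut at about 37% in these data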;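 also: 0% = orexin A challenge wells and 100% = SB-334867-A antagonist wells; not every result past the cut was called active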
Target sequence (O43613 whole entry, looked up): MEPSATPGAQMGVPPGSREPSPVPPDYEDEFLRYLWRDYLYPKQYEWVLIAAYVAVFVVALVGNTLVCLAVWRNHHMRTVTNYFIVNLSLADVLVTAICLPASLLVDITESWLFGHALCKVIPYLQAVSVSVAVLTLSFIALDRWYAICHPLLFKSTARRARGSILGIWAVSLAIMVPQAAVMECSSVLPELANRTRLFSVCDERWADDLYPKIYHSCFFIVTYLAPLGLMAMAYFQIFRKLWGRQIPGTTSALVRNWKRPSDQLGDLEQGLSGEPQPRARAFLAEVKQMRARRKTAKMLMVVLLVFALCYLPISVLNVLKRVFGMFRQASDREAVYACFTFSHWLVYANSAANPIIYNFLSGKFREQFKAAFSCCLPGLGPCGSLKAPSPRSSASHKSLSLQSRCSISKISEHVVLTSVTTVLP
* hit, by the source's call; i = inactive; · = not tested or not shown.

SMILES	CHT PAM	OX1R antag
COc1ccc(-c2cc(C(F)F)n3ncc(C(=O)Nc4c(C)n(C)n(-c5ccccc5)c4=O)c3n2)cc1	i	-29
CC1CCN(S(=O)(=O)c2cccc(C(=O)N3CCN(c4ccc(F)cc4)CC3)c2)CC1	i	-19
Cn1c(=O)c(=O)n(C)c2cc(S(=O)(=O)CCC(=O)Nc3ccc(F)cc3)ccc21	i	-7
COc1ccc(/C(C)=N/OCC(=O)Nc2nc3ccccc3s2)cc1OC	i	-32
CCOC(=O)C1=CC[C@@H](c2cccc(C)c2)N(S(=O)(=O)c2ccc(C)cc2)[C@H]1C(=O)OCC	·	36
COCCN(Cc1ccccc1)C(=O)c1cc(S(=O)(=O)N2CCCCCC2)ccc1OC	i	-41
COC(=O)C1CCN(C(=O)COC(=O)c2cc(-c3ccccc3)nc3ccc(OC)cc23)CC1	·	-8
CC(=O)c1ccc(N(CC(=O)NC2CCCC2)C(=O)CNC(=O)c2ccco2)cc1	i	-14
CCOC(=O)C1=C(C)NC(C)=C(C(=O)OC)C1c1cccc(Cl)c1Cl (stereo unspecified)	i	-21
COC(=O)c1ccc(OCc2cc(=O)n3ccsc3n2)cc1	i	-16
Cc1c(Cl)cccc1NC(=S)N(CCN(C)C)C(C)c1ccccn1 (stereo unspecified)	i	-10
C[C@H]1CN([C@@H](C)CO)C(=O)c2cc(NC(=O)C3CCCCC3)ccc2O[C@H]1CN(C)CC1CCCCC1	·	-24
O=C(CNC(=O)c1ccc(Cl)cc1Cl)OCC(=O)N1CCCC1=O	i	-13
CCOC(=O)C1CCCN(CCC(=O)Nc2cc(C)cc(C)c2)C1 (stereo unspecified)	i	-26
O=C1CCc2cc(S(=O)(=O)Nc3ccc(F)cc3)cc3c2N1CC3	i	-13
CCOc1ccccc1NC(=O)/C(C#N)=C/c1c(C)nn(-c2ccccc2)c1Cl	i	-23
COC(=O)C1CCN(c2ccc([N+](=O)[O-])cc2)CC1	i	-10
Cc1ccc(NS(=O)(=O)c2cc(-c3cc(C)no3)ccc2C(C)C)nc1	i	-19
CCc1cc(=O)oc2c3c(cc(OCC(=O)NCc4ccncc4)c12)OC(C)(C)CC3	i	-24
CC1(C)C[C@H](O)[C@]2(CO)[C@H](O)C[C@]3(C)C(=CCC4[C@@]5(C)CC[C@H](O)C(C)(C)C5CC[C@]43C)[C@@H]2C1 (stereo partly specified)	·	17
CC(Oc1ccc(Br)cc1)C(=O)N(C)CC(=O)Nc1ccc(N2CCOCC2)cc1 (stereo unspecified)	i	-18
COc1ccc(CNC(=O)Cn2ccc3cc(S(=O)(=O)N4CCCC4)ccc32)cc1OC	i	-26
CC1Cc2cc(S(=O)(=O)N3CCC(C(=O)NCc4ccco4)CC3)ccc2N1C(=O)C1CCC1 (stereo unspecified)	i	-18
COc1cccc2cc(C(=O)N3CCC(C)CC3)c(=O)oc12	i	-16
CC(C)(C)c1[nH]nc2c1C(c1ccccc1OC(=O)N1CCOCC1)C(C#N)=C(N)O2 (stereo unspecified)	i	-24
Cc1nc(Oc2ccccc2)c2ccsc2n1	i	-15
Cc1nc2c(C(=O)NCc3ccc4c(c3)OCO4)c[nH]n2c(=O)c1Cl	i	-18
COC(=O)c1ccc2c(c1)C(=O)/C(=C/c1ccc(C)cc1)O2	i	-11
O=C(O)CCc1ccc(-c2ccc(Cl)cc2)n1CC(=O)O	i	1
O=S(=O)(c1ccc(NC(=S)Nc2ccccc2)cc1)N1CCOCC1	i	-16
CC(=O)c1ccc2noc(-c3cccc(F)c3)c2c1	i	4
CC(C)CN1CCN(Cc2cccn2-c2ccccn2)CC1CCO (stereo unspecified)	i	-25
CC(C)On1c(SCC(=O)N(C)C)nc2ccccc2c1=O	i	-28
Cn1nnc(NC(=S)NC(=O)c2ccccc2)n1	i	-16
COc1ccc(C(=O)C2CCCN(C(=O)c3cc4nc(C)cc(C)n4n3)C2)cc1F (stereo unspecified)	i	-39
CC(C)c1ccc(OCC(=O)Nc2cccc3c2CCCC3)cc1	i	-31
O=C(Nc1cccc2ccccc12)NC1Cc2ccccc2C1	i	-7
CCc1ccc(Nc2cc(C)nc3nc(C)nn23)cc1	i	9
CCOC(=O)C1CCCCN1C(=O)/C(=C/c1ccc(OC)cc1)c1ccc(OC)c(OC)c1 (stereo unspecified)	·	-42
COc1ccc(N(C)S(=O)(=O)c2cccc(C(=O)Nc3cc(OC)ccc3OC)c2)cc1	i	-20
COc1ccc(CNC(=O)Cc2ccc(OC)c(S(=O)(=O)N3CCOCC3)c2)cc1	i	-9
CC1CC(=O)C2=C(C1)Nc1ccccc1N=C2 (stereo unspecified)	i	-1
CCOc1ccc2nc(NC(=O)C3CCN(S(=O)(=O)c4cnc[nH]4)CC3)sc2c1	i	-18
Cc1ccc(CS(=O)Cc2ccc(C(=O)NC3CCCCC3)o2)cc1 (stereo unspecified)	i	-14
O=C(COc1ccccc1[N+](=O)[O-])N1CCC(Cc2ccccc2)CC1	i	-19
CCOc1ccc(-c2nc(CSCC(=O)NC3CC3)c(C)o2)cc1	i	-7
O=C(Cn1nc2n(c1=O)-c1ccccc1SC2)N/N=C/c1ccncc1	i	-12
COc1ccc(/C=C(/NC(=O)c2ccccc2Cl)C(=O)O)cc1	i	1
O=C(CSCc1ccco1)NC1CCCC1	i	-12
O=C(NCCc1c[nH]c2ccccc12)/C(=C\c1cccnc1)NC(=O)c1ccccc1Br	i	-27
O=C(COc1ncnc2ccc(Br)cc12)Nc1ccc(N2CCOCC2)cc1	i	-6
Cc1ccc(NC(=O)C2CCN(S(=O)(=O)c3ccc4c(c3)oc(=O)n4C)CC2)cc1	i	-16
O=C(Cn1cncn1)NCCCc1ccccc1	i	-9
CC(Oc1ccc(C(=O)c2ccccc2)cc1)C(=O)N1CCOCC1 (stereo unspecified)	i	-11
Cc1cc(NC(=O)CSc2nnc(-c3c[nH]c4ccccc34)n2-c2ccc(F)cc2)no1	i	-23
Cn1c(=O)c(/C(N)=N/OC(=O)c2ccccc2)cn(-c2ccccc2)c1=O	i	7
Cn1c(SCC(=O)N2CCCC2)nc2cccnc21	i	-2
CCCc1n(CC)c2ccccc2[n+]1CC(O)COC1CCCCC1 (stereo unspecified)	7*	4
Cc1c(Cl)cccc1NC(=O)CCN1CCC(C(N)=O)CC1	i	1
O=C(Cc1csc(-c2ccccc2)n1)NCc1ccc(F)cc1	i	-26

Some of these compounds in order of number of heavy atoms, lowest first.
SMILES	CHT PAM	OX1R antag
O=C(CSCc1ccco1)NC1CCCC1	i	-12
CC1CC(=O)C2=C(C1)Nc1ccccc1N=C2 (stereo unspecified)	i	-1
O=C(Cn1cncn1)NCCCc1ccccc1	i	-9
Cn1c(SCC(=O)N2CCCC2)nc2cccnc21	i	-2
Cc1c(Cl)cccc1NC(=O)CCN1CCC(C(N)=O)CC1	i	1
COc1ccc(/C=C(/NC(=O)c2ccccc2Cl)C(=O)O)cc1	i	1
CCOc1ccc(-c2nc(CSCC(=O)NC3CC3)c(C)o2)cc1	i	-7
CC(Oc1ccc(C(=O)c2ccccc2)cc1)C(=O)N1CCOCC1 (stereo unspecified)	i	-11
O=C(COc1ccccc1[N+](=O)[O-])N1CCC(Cc2ccccc2)CC1	i	-19
Cn1c(=O)c(/C(N)=N/OC(=O)c2ccccc2)cn(-c2ccccc2)c1=O	i	7
O=C(COc1ncnc2ccc(Br)cc12)Nc1ccc(N2CCOCC2)cc1	i	-6
CCOc1ccc2nc(NC(=O)C3CCN(S(=O)(=O)c4cnc[nH]4)CC3)sc2c1	i	-18
COc1ccc(CNC(=O)Cc2ccc(OC)c(S(=O)(=O)N3CCOCC3)c2)cc1	i	-9
O=C(NCCc1c[nH]c2ccccc12)/C(=C\c1cccnc1)NC(=O)c1ccccc1Br	i	-27

More entries:
SMILES	CHT PAM	OX1R antag
COc1ccc2c(c1)C(C)=CC(C)(C)N2S(=O)(=O)c1ccc(Br)cc1	i	-12
O=C(CCCC(=O)N1CCN(c2ccccc2F)CC1)N1CCN(c2ccccc2F)CC1	i	-35
N#Cc1ccccc1Sc1ccccc1C(=O)Nc1ccccc1	i	-12
COC(=O)Cn1c(=N)n(CCN2CCCCC2)c2ccccc21	i	-7
Clc1ccccc1-c1ncnc2ccc(Br)cc12	i	-26
Nc1nc(SCc2ccc(Cl)cc2Cl)ns1	i	-13
Cn1cccc1C1CCCN1CC(=O)Nc1ccc(F)c(F)c1F (stereo unspecified)	·	5
COc1ccc(N2CCN(C(=O)COc3ccc4c(C)c(C)c(=O)oc4c3C)CC2)cc1	i	-13
CC1CC(C)CN(C(=O)COC(=O)CNS(=O)(=O)/C=C/c2ccccc2)C1 (stereo unspecified)	i	-21
CC(O)CNc1nc2c(c(=O)n(Cc3cccc(Cl)c3)c(=O)n2C)n1C (stereo unspecified)	i	0
COc1ccc(CNC(=O)CSc2nnc(NC(=O)C3CC3)s2)cc1	i	0
CNC(=O)N(C1=NCCCCC1)c1ccc(Br)cc1	i	0
CCCCn1c(C)cc(/C=C(\C#N)C(=O)O)c1C	i	-2
COc1ccccc1NC(=O)N(Cc1ccco1)Cc1cc2ccc(C)c(C)c2[nH]c1=O	i	-30
Cc1cn2c(nc1=O)OC1CC2OC1CO (stereo unspecified)	i	-11
CC(=O)Nc1ccc(NCc2ccc(C)s2)cc1	i	8
Nc1cc(N2CCCC2)ccc1[N+](=O)[O-]	i	-8
CCN1CCN(C(c2ccccn2)c2c(NC(=O)c3ccccc3)sc(C)c2C)CC1 (stereo unspecified)	i	-27
O=C(CNCCc1ccccc1)Nc1ccc(C(=O)N2CCCCC2)cc1	i	-35
Cc1cc(C(=O)NC(C)C2CCCO2)cs1 (stereo unspecified)	i	-7
NC(=O)c1cc(NC(=O)c2ccc(NS(=O)(=O)c3cccs3)cc2)cc(C(N)=O)c1	i	3
CCCCOc1ccc(N(CC(=O)NCC2CCCO2)C(=O)CCC(=O)Nc2nccs2)cc1 (stereo unspecified)	i	-12
O=C(CC1SC(=Nc2ccccc2F)N(CCN2CCOCC2)C1=O)Nc1ccc(F)cc1F (stereo unspecified)	i	-19
CCC1Sc2ccc(S(=O)(=O)CCC(=O)NCc3ccco3)cc2NC1=O (stereo unspecified)	i	-33
Cc1cc(O)c(NC(=O)c2cc([N+](=O)[O-])ccc2Cl)cc1C	i	-9
CC(=O)c1ccc(N2CCN(C(=S)Nc3ccccc3F)CC2)cc1	i	-9
CNc1nc(Oc2ccc(C(=O)OC)cc2)nc(SC)n1	i	-4
Nn1c(SCC(=O)NC2CCCCC2)nnc1-c1ccccc1F	·	-20
CC(C)NC(=O)NC(=O)COC(=O)c1ncc(Cl)c(Cl)c1Cl	i	16
Cc1cccn2c(=O)c(/C=N/O)c(NCc3ccccc3)nc12	i	-16
NC(=O)c1ccc(SCC(=O)OCC(=O)N2CCN(C(=O)c3ccco3)CC2)c([N+](=O)[O-])c1	i	-8
COc1cc(C(=O)NC2CCCC2)c(Br)c(OC)c1OC	i	0
O=C(CSc1n[nH]c(=O)[nH]c1=O)c1ccccc1	i	3
C=CCOc1ccc(CNc2nn[nH]n2)cc1	i	-13
CC(C)(C)NC(=O)C(=O)NNC(=O)c1ccc(C(C)(C)C)cc1	i	11
O=C(Nc1cccc(O)c1)C1CC(c2ccc(Cl)cc2)=NO1 (stereo unspecified)	i	7
O=C(NCCNC(=O)c1ccccc1)c1ccccc1	i	-9
CC(C)c1ccccc1NC(=S)NCc1ccncc1	i	-3
COc1ccc(/C=C/C(=O)Nn2cnnc2)cc1	i	8
CCN(CC(=O)Nc1c(F)cccc1F)C(=O)CCc1ccc(OC)cc1	i	-19
CCOC(=O)CSc1nc2cc3c(cc2cc1C#N)OCCO3	i	-23
O=C(CNC(=O)c1ccc2ccccc2c1)Nc1ncccc1O	·	0
O=C(CSc1nc2ccccc2s1)Nc1cc(S(=O)(=O)N2CCOCC2)ccc1Cl	i	6
N#CCC(=O)Nc1ccc(C(=O)OCC(=O)N2CCCC2=O)cc1	i	2
O=[N+]([O-])c1ccc(N2CCN(S(=O)(=O)c3ccccc3)CC2)cc1N1CCc2ccccc2C1	i	-14
COc1ccc(Cl)cc1C(=O)OCC(=O)NC(=O)c1cccn1C	i	-7
CCCCCn1c(C(Cc2ccccc2)NC(C)=O)nc2ccccc21 (stereo unspecified)	i	-34
COc1ccc(C(=O)Nc2ccnn2C2CCN(C(=O)c3cccnc3)CC2)cc1	i	-19
CCc1nn(CC(=O)NCCC2=CCCCC2)c(=O)c2cc3cc(F)ccc3n12	i	-1
CCN(CC(=O)Nc1ccccc1C(F)(F)F)C(=O)Cn1c(=O)cnc2ccccc21	i	-12
COC(=O)[C@H](CC(C)C)NC(=O)N1CCCCC1	i	-8
CCOCc1nnc(NC(=O)c2c(OC)cccc2OC)s1	i	-29
CCNc1c2c3c(cccc3n(C)c1=O)C(=O)c1ccccc1-2	i	89*
Cc1ccc(C(=O)Nc2cccc(C(F)(F)F)c2)cc1NC(=O)c1cnnc2ccccc12	i	-14
Cc1cc(C)cc(NC(=O)Cc2ccc(S(=O)(=O)N3CCCC3)s2)c1	·	-21
O=C(NCc1cn2ccccc2n1)c1ccc2c(c1)OCO2	i	-12
CCN(C(=O)C1=COCCO1)c1nc2c(C)cccc2s1	i	3
CCCc1cc(=O)oc2cc(C)cc(OCC(=O)NCCCN3CCOCC3)c12	i	-13
Cc1cc(Cl)c2oc(C(=O)NCC(C)(C)N3CCOCC3)c(C)c2c1	i	-20
COC(=O)c1ccc(N2CCN(S(=O)(=O)c3ccccc3)CC2)c([N+](=O)[O-])c1	i	9
CCc1nnc(NC(=O)c2ccc(Cl)c(S(=O)(=O)N3CCc4ccccc43)c2)s1	i	-1
COc1ccc(NC(=O)Nc2c(C)n(C)n(-c3ccccc3)c2=O)cc1OC	i	-14

Rows are unselected (roughly 0.8% active in at least one column).
